APOBEC3A inh: blocks human APOBEC3A ssDNA deamination | recombinant A3A, FAM/TAMRA ssDNA deamination fluorescence | AID 493011 | 330,000 compounds, 0.41% hits | P31941 | inhibition, % at 20 µM;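 active = at least 40% inhibition at 20 µM here, with at most 30% in a related deaminase screen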;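 note: plate controls were A3A with DMSO for no effect and wells lacking A3A enzyme for full effect; some results filed as inactive read as strong as hits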
Target sequence (P31941 whole entry, looked up): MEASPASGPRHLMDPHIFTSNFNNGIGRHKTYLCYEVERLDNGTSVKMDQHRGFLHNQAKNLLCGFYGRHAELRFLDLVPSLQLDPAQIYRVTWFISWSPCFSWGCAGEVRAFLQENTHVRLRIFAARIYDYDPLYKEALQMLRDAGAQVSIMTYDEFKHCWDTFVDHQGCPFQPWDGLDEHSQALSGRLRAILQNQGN
mIAP act: increases mouse intestinal alkaline phosphatase activity. muIAP, CDP-Star luminescence, 30 min; stronger effect = higher value; 1 = vehicle-only enzyme signal, 0 = enzyme-free wells. activation factor at 10 µM. 330,000 compounds, 0.24% hits;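 active = activation factor of at least 2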; note: the source names both 10 and 20 µM as test concentration; values of inactives mirror those of a sister screen read the other way
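Assay system: mouse IAP enzyme; Reagent: CDP-Star chemiluminescent phosphatase substrate; Compound: DMSO-dissolved test compounds; Incubation: 30 min, room temperature; Technique: luminescence from enzymatic CDP-Star hydrolysis; Controls: DMSO-only wells and no-enzyme negative control.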
SENP1 inh: blocks the human SENP1 SUMO protease catalytic domain | recombinant SENP1 catalytic domain, CyPet-SUMO1-YPet FRET cleavage | inhibition, % at 10 µM | 360,000 compounds, 0.21% hits | AID 624204;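 active = inhibition at least 30% at 10 µM, raw YFP signal under a set limit, fluorescence ratio 0.5 to 1.5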;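 note: 0% = enzyme with DMSO and 100% = no enzyme wells; some results filed as inactive read as strong as hits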
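System: Recombinant human SENP1 catalytic domain, His6-tagged | Incubation: Enzyme reaction for 50 min at room temperature, dark | Medium: Tris pH 8 with BME, BSA, NP40 and catalase | Also added: 25 nM SUMO1 FRET substrate | Compound: 10 µM single point, 0.5% DMSO | Measured by: FRET fluorescence in CFP and YFP emission channels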
NLRP3 yeast inh: blocks the NALP3 inflammasome reconstituted in yeast; Yeast reconstituted NLRP3/ASC/caspase-1, beta-gal luminescence, 24 h; inhibition, % at 10 µM; 330,000 compounds, 0.39% hits;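 active = inhibition of 50% or more; inactive = inhibition below 50%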;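 note: plate controls were induced DMSO wells for no effect and uninduced yeast grown without galactose for full effect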
MIN6 prolif: MIN6 beta-cell proliferation induction; MIN6 cells proliferation, ATPlite luminescence, 48 h; cells starved in 0.2% serum; 100% = growth in 10% serum; proliferation, % at 10 µM; 330,000 compounds, 0.29% hits;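 active = compounds whose signal lies at least 3.5 SD above the mean of all wells on their plate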;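 note: 0% = DMSO-treated cells in low-serum medium and 100% = 10% serum control; some compounds called inactive have numbers as strong as hits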
mIAP block: blocks mouse intestinal alkaline phosphatase. purified mouse IAP, CDP-Star luminescence, 30 min. inhibition, % at 10 µM. 330,000 compounds, 0.2% hits. AID 2806;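 active = inhibition of at least 40% at 10 µM in the primary screen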;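 note: plate controls were DMSO with enzyme for no effect and no enzyme wells for full effect; values of inactives mirror those of a sister screen read the other way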
APOBEC3G inh: blocks human APOBEC3G single-stranded DNA deamination. inhibition, % at 20 µM. 330,000 compounds, 0.28% hits. recombinant A3G, ssDNA deamination FAM/TAMRA fluorescence;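 active = inhibition of at least 40% at 20 µM, with no more than 30% in the related APOBEC3A deaminase screen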;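 note: plate controls were DMSO wells with A3G for no effect and wells lacking A3G enzyme for full effect; some compounds called inactive have numbers as strong as hits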
Target sequence (Q9HC16 whole entry, looked up): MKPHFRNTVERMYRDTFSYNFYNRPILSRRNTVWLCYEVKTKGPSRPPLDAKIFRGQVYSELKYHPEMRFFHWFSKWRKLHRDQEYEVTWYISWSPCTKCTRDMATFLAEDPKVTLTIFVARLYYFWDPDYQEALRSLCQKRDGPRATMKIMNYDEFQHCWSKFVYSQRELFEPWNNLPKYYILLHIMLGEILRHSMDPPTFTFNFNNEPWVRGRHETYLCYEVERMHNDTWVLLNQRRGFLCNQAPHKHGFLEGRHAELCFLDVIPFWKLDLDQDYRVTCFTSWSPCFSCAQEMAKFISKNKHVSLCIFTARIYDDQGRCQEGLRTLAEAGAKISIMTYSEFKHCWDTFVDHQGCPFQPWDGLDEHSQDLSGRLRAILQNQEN
hIAP act: human IAP activation | P09923 | purified human IAP, CDP-Star luminescence, 30 min; stronger effect = higher value; 1 = vehicle-only enzyme, 0 = enzyme-free background | activation factor at 10 µM | 330,000 compounds, 0.16% hits | AID 2524;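 active = activation factor of the enzyme at least 2-fold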; note: the source names both 10 and 20 µM as test concentration; values of inactives mirror those of a sister screen read the other way
Target sequence (P09923 whole entry, looked up): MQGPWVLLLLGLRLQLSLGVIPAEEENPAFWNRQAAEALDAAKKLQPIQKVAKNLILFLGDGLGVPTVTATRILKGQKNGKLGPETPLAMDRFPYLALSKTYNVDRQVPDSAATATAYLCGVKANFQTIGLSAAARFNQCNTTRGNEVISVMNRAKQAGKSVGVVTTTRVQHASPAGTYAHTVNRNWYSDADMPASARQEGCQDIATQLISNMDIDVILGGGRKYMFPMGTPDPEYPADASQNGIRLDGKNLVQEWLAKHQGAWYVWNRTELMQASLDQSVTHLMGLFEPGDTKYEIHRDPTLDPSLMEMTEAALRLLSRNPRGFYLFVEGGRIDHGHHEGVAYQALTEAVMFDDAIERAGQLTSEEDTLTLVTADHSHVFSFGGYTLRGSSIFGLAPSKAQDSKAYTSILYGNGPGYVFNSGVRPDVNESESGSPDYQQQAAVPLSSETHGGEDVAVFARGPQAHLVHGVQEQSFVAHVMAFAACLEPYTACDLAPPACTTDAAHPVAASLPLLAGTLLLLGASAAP
hIAP block: human IAP inhibition; purified IAP, CDP-Star luminescence, 30 min; inhibition, % at 10 µM; 330,000 compounds, 0.12% hits; AID 2544;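 active = inhibition reaching a set limit with compound at 10 µM in the primary screen, cut at about 35% in these data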;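 note: plate controls were DMSO wells with enzyme for no effect and no-enzyme buffer wells for full effect; values of inactives mirror those of a sister screen read the other way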
Active calls of the source: *. Only part of the results is shown (hit frequency here may not be typical).

cpd | SMILES | SENP1 inh | hIAP act | APOBEC3G inh | mIAP act | mIAP block | APOBEC3A inh | NLRP3 yeast inh | hIAP block | MIN6 prolif
1 | O/N=C(\c1ccc2c(c1)OCCO2)C1CCCCC1 | 2 | 0.87 | -6 | 1.1 | -5 | 0 | 42 | 13 | 2
2 | O=C(NCCCN1CCN(CCCNC(=O)c2ccc3c(c2)OCO3)CC1)c1ccc2c(c1)OCO2 | 1 | 1 | -4 | 0.99 | 1 | 2 | 5 | -2 | -2
3 | O=C1CC[C@@H](O)CCN1CC[C@H](Sc1ccc(Br)cc1)c1ccccc1 | 1 | 0.97 | -10 | 0.98 | 2 | -4 | 26 | 3 | -5
4 | CCOC(=O)c1cnn2c(C)cc(-c3ccc(F)cc3)nc12 | -1 | 1.1 | -2 | 1 | -2 | 0 | 24 | -10 | 0
5 | CCc1nc2ccccc2c(C(=O)OCC(=O)Nc2ccc(NC(C)=O)cc2)c1C | 0 | 1.1 | -6 | 1.1 | -11 | 1 | 11 | -11 | -1
6 | COc1ccc(NC(=O)COc2ccc(-c3nn(C)c(=O)c4ccccc34)cc2)cc1 | 1 | 0.9 | -2 | 1.1 | -10 | 0 | 0 | 10 | -4
7 | Cc1nn(Cc2ccc(C(=O)Nc3nccs3)cc2)c(C)c1Cl | -3 | 1 | -6 | 0.85 | 15 | 0 | 19 | -4 | -1
8 | COc1c(Cl)ccc(Cl)c1C(=O)NCc1ccco1 | 1 | 0.89 | -6 | 1.1 | -7 | 5 | -35 | 11 | 0
9 | COC(=O)c1cc(C)sc1NC(=O)CSc1ncccn1 | -9 | 0.86 | 3 | 1.2 | -17 | 2 | 31 | 14 | -1
10 | COc1cccc2cc(C(=O)N3CCCCC3C)c(=O)oc12 (stereo not given) | 2 | 1 | -5 | 0.94 | 6 | -14 | -1 | -1 | 2
11 | Cc1cc(C)c2c(NC(N)=S)n[nH]c2n1 | -1 | 1 | 8 | 0.93 | 7 | -2 | 7 | -5 | 1
12 | O=C(NCCCCc1ccccc1)c1cc([N+](=O)[O-])cc([N+](=O)[O-])c1 | 2 | 1 | -3 | 0.94 | 6 | -5 | 22 | -4 | -3
13 | CC(C)(C)NC(=O)C1CC(=O)N(CCc2ccc(F)cc2)C1 (stereo not given) | 0 | 1.1 | -6 | 0.93 | 7 | -7 | 7 | -9 | -3
14 | O=c1n(CCCN2CCN(c3cccc(Cl)c3)CC2)nc2ccccn12 | -1 | 0.91 | -7 | 1 | -4 | -1 | 24 | 9 | 1
15 | CCCCc1c(C)nc(N)[nH]c1=O | -1 | 0.96 | -3 | 0.95 | 5 | -3 | 14 | 4 | 0

Next results
cpd | SMILES | SENP1 inh | hIAP act | APOBEC3G inh | mIAP act | mIAP block | APOBEC3A inh | NLRP3 yeast inh | hIAP block | MIN6 prolif
16 | O=C(Nc1cccc(Cl)c1)Nc1nnc(CSCCOc2ccc(Cl)cc2)s1 | 1 | 0.79 | -5 | 0.75 | 25 | 1 | 12 | 21 | 0
17 | CC(C)n1c(SCC(=O)NCc2ccco2)nc2c1c(=O)n(C)c(=O)n2C | -47 | 1.1 | -5 | 0.94 | 6 | -3 | 0 | -12 | 0
18 | Cc1cccn2c(=O)c3cc(C(=O)NCC4CCCO4)c(=N)n(C4CCCCC4)c3nc12 (stereo not given) | -25 | 0.77 | -7 | 0.89 | 11 | 0 | 6 | 23 | 0
19 | Cn1c(CN2CCCCC2)nc2cc(NC(=O)c3cccs3)ccc21 | -5 | 0.93 | -6 | 1 | -5 | -4 | -3 | 7 | 4
20 | C/C(=N\OC(=O)c1cccc(C)c1)c1sc(-c2ccccc2)nc1C | 6 | 0.96 | -1 | 1 | -4 | 3 | 16 | 4 | 0
21 | N#CCCN(Cc1ccccc1)C(=O)Nc1ccc(F)cc1 | 1 | 1.1 | 4 | 1 | -2 | 1 | 14 | -10 | -2
22 | CC(C)C(=O)Nc1nnc(SCC(=O)Nc2ccc3c(c2)OCO3)s1 | 1 | 0.91 | 4 | 1 | -4 | 9 | 19 | 9 | 0
23 | Cc1noc(C)c1C(=O)OCC(=O)NCCC1=CCCCC1 | -1 | 1.2 | -5 | 1.1 | -9 | -4 | 2 | -16 | -3
24 | Cc1nc(SCC(=O)N2CCN(c3ccccc3)CC2)n[nH]1 | 3 | 1.3 | -6 | 1.1 | -6 | 1 | 5 | -28 | -1
25 | COCCNC(=S)N(CCc1c(C)[nH]c2ccc(F)cc12)Cc1cccnc1 | -1 | 1.1 | -4 | 1 | 0 | -3 | 16 | -5 | -4
26 | COC(=O)C(Cc1ccccc1)NC(=S)NC(=O)c1ccccc1 (stereo not given) | 1 | 1 | 7 | 1 | -5 | -3 | -5 | 0 | -3
27 | CN(C)/C(=N\OC(=O)c1ccccc1)c1nonc1N | 2 | 0.8 | -4 | 0.99 | 1 | -1 | 10 | 20 | 0
28 | O=C(CN1CCN(Cc2ccc(Cl)cc2)C1=O)NCCCN1CCOCC1 | 0 | 0.9 | -7 | 1.1 | -8 | -1 | 7 | 10 | -3
29 | CCOc1ccc(S(=O)(=O)Nc2ccc(C(=O)NNC(=O)c3ccncc3)cc2)cc1 | 1 | 1.1 | -3 | 1.1 | -8 | -1 | 12 | -9 | -3
30 | Cc1nc(SCc2ccccc2C)n[nH]1 | 1 | 1 | -1 | 0.92 | 8 | -1 | 15 | -2 | 0

Going on with the list:
cpd | SMILES | SENP1 inh | hIAP act | APOBEC3G inh | mIAP act | mIAP block | APOBEC3A inh | NLRP3 yeast inh | hIAP block | MIN6 prolif
31 | CN(C)n1cnc2ccsc2c1=O | 0 | 0.95 | -3 | 0.97 | 3 | -3 | 3 | 5 | -3
32 | O=C(Cc1ccc(Cl)cc1)Nc1ccc(S(=O)(=O)Nc2ncccn2)cc1 | -2 | 0.92 | 0 | 0.95 | 4 | 1 | 14 | 8 | -1
33 | O=C(c1ccco1)N1CCN(C(=O)c2ccc(CS(=O)c3ccc(F)cc3)o2)CC1 (stereo not given) | -1 | 1.3 | -6 | 1.1 | -9 | -5 | 13 | -27 | -6
34 | COc1ccc(-n2ncc3c(N4CCCCC4)ncnc32)cc1 | -5 | 1.3 | -7 | 1.1 | -11 | 0 | 14 | -31 | -6
35 | COc1ccc(OC)c(/C=C/C(=O)N(C)CC(=O)Nc2ccc(N3CCOCC3)cc2)c1 | -4 | 0.95 | -4 | 1 | -4 | -3 | 16 | 5 | 1
36 | COC(=O)NCC(c1cccnc1)N1CCN(c2ccccc2OC)CC1 (stereo not given) | -2 | 0.89 | -4 | 0.97 | 3 | -16 | -10 | 11 | -2
37 | O=C(N/N=C/c1ccc2c(c1)OCO2)c1ccc(NC(=O)c2ccc(F)cc2)cc1 | -2 | 1.2 | -8 | 1 | -5 | -4 | 10 | -20 | -3
38 | COc1ccc(Cl)cc1S(=O)(=O)n1nnc2ccccc21 | 3 | 1 | -13 | 0.89 | 11 | -4 | -9 | 0 | -4
39 | O=C(CSC1=Nc2ccccc2C2=NC(Cc3c[nH]c4ccccc34)C(=O)N12)NC1CCCCC1 (stereo not given) | -4 | 0.98 | 3 | 1.1 | -12 | 2 | -7 | 2 | -2
40 | Cc1nc(C(=O)NCCC(C)C)sc1C1(C)CC(c2ccccc2)=NO1 (stereo not given) | 1 | 0.8 | -7 | 1 | -1 | -5 | 35 | 20 | -2
41 | Nc1ccc(-c2nc3ncccc3o2)c(O)c1 | -30 | 1.4 | -8 | 0.95 | 5 | -3 | 48 | -42 | -1
42 | Cc1c(Cl)c(-c2n[nH]c(=S)n2-c2ccccc2)nn1C | 1 | 1.1 | 29 | 0.96 | 4 | -2 | 11 | -10 | 0
43 | O=c1c2ccccc2nc2n1CCC2 | 3 | 0.89 | -6 | 0.95 | 5 | -4 | 4 | 11 | 0
44 | O=C(c1ccco1)N(Cc1nc2ccccc2c(=O)[nH]1)C1CCCC1 | -8 | 1 | 1 | 1 | 0 | 3 | -1 | -1 | -1
45 | O=C(NNc1cccc(Cl)n1)C(F)(F)F | 14 | 1 | -1 | 1 | 0 | 5 | 13 | -4 | -2

More compounds follow.
cpd | SMILES | SENP1 inh | hIAP act | APOBEC3G inh | mIAP act | mIAP block | APOBEC3A inh | NLRP3 yeast inh | hIAP block | MIN6 prolif
46 | O=C(CCS(=O)(=O)c1ccc(Cl)cc1)NCCc1c[nH]c2ccccc12 | -2 | 1.1 | -4 | 1 | -2 | 7 | -4 | -5 | -2
47 | C=CCn1c(C)cc(C(=O)CN2C(=O)c3ccccc3S2(=O)=O)c1C | 1 | 1 | -6 | 0.98 | 2 | -5 | 21 | -1 | -6
48 | COc1ccc(-c2c3c(cc(C)[n+]2[O-])oc2ccc(OC)cc23)cc1 | -28 | 0.9 | -5 | 1 | 0 | 0 | 16 | 10 | -3
49 | Cc1ccc(-c2nnc(-c3cccc(Br)c3)o2)cc1 | -1 | 1 | -1 | 0.93 | 7 | -1 | 15 | 0 | -1
50 | Cc1nc2c(C(=O)NCc3ccco3)cnn2c(C)c1Cc1ccc(F)cc1Cl | -2 | 0.83 | -5 | 1 | 0 | -3 | 7 | 17 | -5
51 | Cc1nc(-c2cccc(S(=O)(=O)N3CCOCC3)c2)cs1 | 0 | 0.97 | -3 | 0.97 | 3 | -2 | -7 | 3 | -1
52 | Cc1ccccc1CN(c1ccc(C(N)=O)cc1)S(C)(=O)=O | 2 | 0.89 | -5 | 0.97 | 3 | -4 | 3 | 11 | -3
53 | CCOC(=O)C1CCN(C(=O)c2cc(S(=O)(=O)N3CCOCC3)ccc2C)CC1 | 0 | 1 | 0 | 0.95 | 5 | 0 | -3 | 0 | -1
54 | CCCN(CCC)CCCNC(=O)CNC(=O)c1nn(-c2ccc(OC)cc2)c(=O)c2ccccc12 | 1 | 0.97 | -3 | 1 | 0 | -1 | 3 | 3 | -1
55 | CC(C)c1ccc(NC(=O)C2C3C=CC4(O3)C2C(=O)N(CCCN2CCCCC2)C4C(=O)NC2CCCCC2)cc1 (stereo not given) | 1 | 1.4 | -6 | 1 | -2 | -2 | 11 | -41 | 0
56 | O=c1c2sccc2n(Cc2cccc(F)c2)c(=O)n1-c1ccc(F)cc1 | 1 | 1 | -8 | 0.93 | 7 | -4 | -8 | -4 | 0
57 | O=C(NC(=S)Nc1ccc(Br)cn1)c1cncc(Br)c1 | 0 | 0.97 | -7 | 0.84 | 16 | -2 | 15 | 3 | -2
58 | COc1ccc2c(O)c(-c3c(C)cc(C)cc3C)c(=O)[nH]c2c1 | -2 | 0.91 | 0 | 0.93 | 7 | 2 | 29 | 9 | -2
59 | CC/S(CC1CC1(Cl)Cl)=N\S(=O)(=O)c1ccc(C)cc1 (stereo not given) | 2 | 0.99 | 1 | 0.93 | 7 | 4 | -3 | 1 | 0
60 | Cc1c(N(C(=O)Cc2cccs2)C2(C(=O)NC3CCCC3)CCCCC2)c(=O)n(-c2ccccc2)n1C | 1 | 1 | -7 | 0.93 | 8 | 0 | -2 | 0 | 0
61 | Oc1ccc(C2C(c3ccccc3)=NN=C(c3ccc(Cl)cc3)N2O)c(O)c1 (stereo not given) | 2 | 0.83 | -2 | 0.8 | 20 | 2 | 17 | 16 | -4
62 | O=C(Nc1ccc(O)c(-c2nc3ccccc3o2)c1)C1(c2ccc(Br)cc2)CCCC1 | -5 | 1.3 | -5 | 1.1 | -15 | 1 | -2 | -31 | -5

Screening data from PubChem BioAssay.
